Bioassay records (PubChem BioAssay)
TRAIL sens C8: sensitizes caspase-8 expressing cells to TRAIL; 360,000 compounds, 1% hits; NB7+C8 cells + TRAIL, ATPlite viability luminescence; inhibition (viability loss, TRAIL sensitization), % at 10 µM; AID 624354;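 active means compounds causing at least 50% loss of cell viability in the single-dose screen, relative to plate controls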
TLR9-MyD88 inh: blocks human TLR9 binding to MyD88; Q9NR96+Q99836; CHO BLA complementation TLR9-MyD88, CCF4 FRET ratio; inhibition, % at 4.98 µM; 340,000 compounds, 0.21% hits;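 active means inhibition above the mean over all tested compounds plus 3 SD, cut at about 21% in these data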;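 further: 0% = DMSO only wells and 100% = clavulanate BLA inhibitor control wells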
NCOA1 inh: human NCOA1 inhibition | 360,000 compounds, 0.12% hits | HEK293 GAL4-SRC1 luciferase reporter, luminescence | inhibition, % at 3.6 µM;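 active means inhibition above the campaign mean plus 3 SD, with each screening campaign given its own cutoff, cut at about 60% in these data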;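 further: 0% = DMSO treated cells and 100% = gossypol at 36 µM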
Vif imaging: inhibitors of HIV Vif | HEK293T cells, Vif self-association by quenched fluorescence, imaging, 24 h | inhibition, % at 7.49 µM | 340,000 compounds, 0.35% hits | AID 602346; in the data active means inhibition above about 50%, passing the limit was not always enough; further: some results filed as inactive read as strong as hits
EBV LMP1 NFkB: reduces LMP1-driven NF-kappaB luciferase signal | inhibition, % at 12.5 µM | LMP1-induced NF-kappaB luciferase reporter cells, luminescence | 350,000 compounds, 0.69% hits | AID 504558; in the data active means inhibition above about 41%;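 further: 0% = neutral control wells and 100% = reference inhibitor control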
NOD2-RIPK2 inh: inhibitors of human NOD2-RIPK2 interaction | O43353 | CHO BLA complementation NOD2-RIPK2, CCF4 ratio | inhibition, % at 4.98 µM | 360,000 compounds, 0.38% hits | AID 624267; in the data active means inhibition above about 21%;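 further: 0% = vehicle only and 100% = reference blocker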
TROY NFkB inh: TROY signaling inhibition; 360,000 compounds, 0.98% hits; Q293 LMP1-TROYcd NF-kB luciferase reporter, 4 h; inhibition, % at 10 µM;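 active means compounds whose plate-normalised and pattern-corrected inhibition of the luciferase reporter signal at the single screening dose is 50% or more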
COUP-TFII inh: inhibitors of human COUP-TFII (NR2F2); P24468; HEK293T NGFI-A luciferase reporter, luminescence; inhibition, % at 8.6 µM; 370,000 compounds, 0.7% hits; AID 686940;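 active means inhibition above a per-plate cutoff, mean inhibition of test wells between control levels plus 3 SD, cut at about 38% in these data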;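 further: cells cotransfected with COUP-TFII expression vector driving the NGFI-A reporter; 0% = median of COUP-TF2 test wells and 100% = reporter-only cells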
NR5A2 inv ag: suppresses constitutive activity of human LRH-1 | HEK293T StAR-luciferase reporter, LRH-1 transfected, 24 h | 360,000 compounds, 0.13% hits | AID 602396 | inhibition, % at 3.6 µM | O00482;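 active means inhibition above the mean inhibition of all tested compounds plus 3 SD, cut at about 73% in these data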;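 further: 0% = DMSO wells and 100% = reporter-only cells lacking LRH-1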
SRC2 inh: inhibits human steroid receptor coactivator 2; Q15596; HEK293 GAL4-SRC2 luciferase reporter, luminescence; inhibition, % at 9 µM; 370,000 compounds, 0.17% hits;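 active means inhibition above the mean inhibition of all tested compounds plus 3 SD, set per campaign, cut at about 52% in these data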;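 further: 0% = DMSO treated cells and 100% = cells given Gossypol at 36 µM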
SRC3 inh: inhibitors of human steroid receptor coactivator 3 (SRC3) | inhibition, % at 3.6 µM | HEK293 GAL4-SRC3 luciferase reporter, luminescence | 360,000 compounds, 0.17% hits | AID 588352 | Q9Y6Q9;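 active means inhibition above a per-campaign cutoff, the mean of all compounds plus 3 SD, cut at about 60% in these data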;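 further: 0% = DMSO-treated cells and 100% = gossypol-treated cells at 36 µM; higher means less SRC3-driven luciferase light from the GAL4 reporter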
* hit, by the source's call; x = no result given. A portion of the library. The share of hits here may be higher or lower than overall.

no. | Compound | TRAIL sens C8 | TLR9-MyD88 inh | NCOA1 inh | Vif imaging | EBV LMP1 NFkB | NOD2-RIPK2 inh | TROY NFkB inh | COUP-TFII inh | NR5A2 inv ag | SRC2 inh | SRC3 inh
1 | Cc1ccc(C2(C)NC(=O)N(CC(=O)NNC(=O)c3ccccc3F)C2=O)cc1 (centres undefined) | -17 | 11 | 2 | 4 | -6 | 5 | 11 | -11 | -6 | 2 | 5
2 | Oc1ccc(C2CNCc3sccc32)cc1O (centres undefined) | -17 | -11 | -9 | -5 | 13 | -9 | 6 | 13 | -4 | -21 | -6
3 | CC(C)(C)C(=O)Nc1ccc2c(c1)OCCOCCOc1cc(NC(=O)C(C)(C)C)ccc1OCCOCCO2 | 5 | 2 | -16 | -11 | 4 | -6 | 5 | 6 | -9 | 1 | -5
4 | Cc1ccc(C)c(NC(=O)CSc2ccc(-c3cccs3)nn2)c1 | 0 | -6 | 7 | -3 | -6 | -5 | -9 | -10 | -8 | 0 | -13
5 | CC(=O)Oc1c(C)cc(Cl)cc1C(=O)Nc1ccc([N+](=O)[O-])cc1Cl | 31 | -6 | 3 | -16 | 36 | -8 | 45 | 1 | -28 | -19 | 21
6 | CC(Sc1ccc(S(=O)(=O)N2CCCC2)cn1)C(N)=O (centres undefined) | 1 | 1 | -15 | 11 | -21 | 1 | 9 | 7 | -7 | -1 | 15
7 | CCCCOc1ccc(CSC(=N)N)cc1[N+](=O)[O-] | 1 | 3 | 4 | 6 | 17 | -12 | -11 | 6 | 9 | -10 | 2
8 | COc1ccc(C2/C(=C(/O)c3ccc(C)cc3)C(=O)C(=O)N2CC2CCCO2)cc1OC (centres undefined) | -10 | 12 | -19 | -1 | 6 | -19 | 0 | -10 | -1 | -7 | 13
9 | Cc1cc(C)nc(SCc2nnc(SCc3ccccc3Cl)o2)n1 | -3 | 0 | 4 | -7 | -7 | 7 | 10 | 18 | -3 | -18 | 1
10 | COCCNC(=O)C(c1cccs1)N(Cc1cccs1)C(=O)Cn1nnc2ccccc21 (centres undefined) | -21 | 0 | 1 | 26 | -9 | -10 | -1 | -11 | -9 | -7 | 17
11 | CC1CC(C)CN(C(=O)CSc2nnc(-c3ccco3)o2)C1 (centres undefined) | -13 | -9 | -3 | -4 | -3 | -6 | -4 | -18 | -15 | -10 | -10
12 | O=C(NCC(=O)N(Cc1cccs1)C(C(=O)NC1CCCCC1)c1cccnc1)c1ccco1 (centres undefined) | -4 | 3 | -17 | 5 | 1 | -1 | 2 | -13 | -3 | -18 | 5
13 | O=C(N/N=C/c1ccco1)c1cc(Br)ccc1OCc1ccccc1 | -3 | 7 | 15 | 13 | 0 | -17 | 3 | 7 | -11 | -39 | 16
14 | Cc1ccn2c(C(=O)c3ccc(Cl)cc3)cnc2c1 | 31 | -6 | -89 | -12 | -39 | 5 | 38 | -25 | -129 | -32 | -68
15 | Cc1cccc(NC(=O)c2cnc3sccn3c2=O)c1C | 20 | x | -99 | 2 | x | 2 | -63 | -16 | -102 | -48 | -83
16 | O=C(c1ccc(F)cc1)N1CCC(C(=O)N2CCN(S(=O)(=O)c3cccc(Cl)c3)CC2)CC1 | 10 | 2 | 6 | -8 | -9 | 1 | -5 | 16 | 19 | -23 | -9
17 | CN(C1CCCCC1)S(=O)(=O)c1cccc(C(=O)OCC(=O)NC2CCCc3ccccc32)c1 (centres undefined) | 5 | -14 | 21 | -8 | -4 | 0 | 16 | 19 | -8 | -5 | 9
18 | CCOc1ccc(-c2ccc(SCC)nn2)cc1 | 73* | -8 | -66 | -6 | -9 | -4 | -8 | -25 | -161 | -9 | -55
19 | CC(=O)N1N=C(c2ccc3nccnc3c2)CC1c1ccccc1 (centres undefined) | -10 | -13 | -1 | 3 | -3 | -3 | -6 | -7 | 11 | -9 | 7
20 | COc1ccc(N=C2S/C(=C\c3ccc(C)s3)C(=O)N2CC(C)C)cc1 | -12 | -6 | -20 | 21 | -1 | 7 | 0 | 1 | -15 | -11 | -9
21 | O=C1CCC(CCc2nc3ccccc3[nH]2)(c2ccccc2)C(=O)N1 (centres undefined) | 10 | 1 | -5 | 23 | 4 | -2 | -18 | 11 | -10 | -14 | -4
22 | S=c1[nH]nc(-c2cccs2)n1C1CCCCC1 | -2 | x | -12 | 4 | x | -6 | -7 | -32 | 18 | 4 | -26
23 | NS(=O)(=O)c1cc(C(=O)OCC(=O)NNC(=O)c2ccccc2)ccc1Cl | -17 | 0 | -50 | -6 | -6 | 8 | -9 | -20 | -12 | 1 | 16
24 | O=C(c1cc2ccccc2oc1=O)N1CCN(S(=O)(=O)c2ccccc2)CC1 | 7 | -18 | 3 | x | -3 | -5 | -8 | -10 | -1 | -44 | 12
25 | CCOc1ccc(N(CC(=O)Nc2ccc(C)c(Cl)c2)S(C)(=O)=O)cc1 | 0 | -5 | -20 | 7 | -18 | -1 | -8 | -6 | -24 | -12 | -30
26 | CCN(C(=O)COC(=O)C1=COCCO1)c1c(N)n(Cc2ccccc2)c(=O)[nH]c1=O | 3 | 3 | -2 | 1 | -8 | -2 | -6 | 7 | -9 | -5 | -17
27 | COc1cccc(C(=O)NCc2ccc3c(c2)cc(C)n3C)c1 | 4 | 0 | 9 | -3 | 9 | -8 | 5 | -5 | -23 | -29 | 2
28 | Cc1ccc(-c2[nH]c3cc(C(N)=O)ccc3c(=O)c2O)cc1 | 6 | 12 | -6 | -4 | 4 | 15 | 16 | 5 | 8 | 24 | -6
29 | Cn1ncc(C#N)c1NC(=O)c1cc(-c2ccccc2Cl)on1 | 3 | -9 | -16 | -1 | -11 | 5 | -10 | -11 | -20 | 15 | -8
30 | CCc1nnc(NS(=O)(=O)c2ccc(N3C(=O)C4CC=C(Cl)CC4C3=O)cc2)s1 (centres undefined) | -8 | 5 | 5 | -2 | -12 | -7 | -13 | -5 | 0 | 4 | -6
31 | COc1ccc(C(=O)c2ccc3oc(-c4ccc(OC)cc4)c(-c4ccc(O)cc4)c3c2)cc1 | 9 | -4 | 3 | -7 | 5 | -6 | 18 | -17 | -34 | -16 | -2
32 | O=C(Nc1cccc2c1C(=O)NC2=O)c1ccccc1[N+](=O)[O-] | -10 | 1 | 1 | 4 | -5 | -12 | 1 | -5 | 17 | -4 | 0
33 | COc1ccc(N(CC(O)Cn2nnc3ccccc32)S(=O)(=O)c2ccc(C)cc2)cc1 (centres undefined) | 26 | 6 | -13 | -25 | 1 | 3 | -14 | 6 | -12 | -5 | -2
34 | CC(=O)Nc1ccc(SCC(=O)NC(=O)c2ccc(Cl)cc2)cc1 | -7 | -12 | -18 | x | 7 | -11 | -12 | 18 | 14 | -9 | 9
35 | Cc1ccc(NC(=O)N2CCc3ccccc3C2)c(C)c1 | -6 | -11 | -28 | 9 | -2 | -16 | -32 | -33 | -45 | -1 | -23
36 | COc1ccc(CCNC(=O)c2ccc(COc3ccccc3OC)o2)cc1 | 30 | -1 | 15 | -11 | 6 | -6 | -37 | 3 | 19 | -44 | 8
37 | O=C(CCNS(=O)(=O)c1ccc2c(c1)CCC(=O)N2)Nc1ccc2c(c1)OCCO2 | -5 | 1 | 18 | -4 | 6 | 1 | 56* | 4 | -5 | 13 | 10
38 | O=C(Nc1cccc(C(F)(F)F)c1)C1(c2ccccc2)CC1 | 1 | -5 | -8 | -6 | -5 | -1 | 1 | 15 | -4 | 25 | 15
39 | COC(=O)c1sc(NC(=O)c2ccc([N+](=O)[O-])o2)c(C#N)c1C | 14 | -2 | -3 | -7 | -3 | -8 | -6 | 14 | 38 | -4 | 6
40 | Cc1ccc(C(=O)N2CCCC2(C)C(=O)NCC(C)C)cc1F (centres undefined) | 1 | x | -12 | 4 | x | -8 | 1 | 10 | -7 | -6 | -9
41 | CC(C)c1ccc(-n2cnn(-c3ncccc3[N+](=O)[O-])c2=O)cc1 | 23 | -14 | -147 | 1 | -23 | -4 | -13 | -52 | -116 | -65 | -114
42 | O=C(Nc1ccc2c(c1)OCCO2)c1ccc(Br)cc1 | 52* | -8 | -91 | 4 | -28 | -13 | -24 | -39 | -160 | -62 | -121
43 | COc1ccc(Nc2nc(C)nc3c2nnn3Cc2ccccc2Cl)c(OC)c1 | 7 | -4 | -4 | 19 | 13 | -9 | 11 | -20 | 3 | 5 | 7
44 | CC(C)c1nnc(NC(=O)c2nc(S(=O)(=O)Cc3ccc(F)cc3)ncc2Cl)s1 | 94* | 2 | -104 | -20 | 85* | 25* | 29 | -2 | -5 | 17 | -10
45 | COc1ccc(NC(=O)c2cc(-c3ccco3)on2)cc1 | -1 | -12 | -5 | -11 | -8 | -14 | -45 | -16 | -9 | -17 | -8
46 | CCOc1ccc(N2CC(C(=O)Nc3nnc(Cc4ccc(OC)c(OC)c4)s3)CC2=O)cc1 (centres undefined) | 0 | -12 | -3 | 2 | -15 | 0 | 7 | 15 | -6 | -5 | 4
47 | CN(C)CCCn1c(SCC(=O)Nc2nc(-c3cccc(Br)c3)cs2)nc2ccccc2c1=O | 1 | 4 | -35 | x | -17 | -1 | -34 | -11 | -10 | -16 | 9
48 | CCN(CC)CCSC(=O)C(c1ccccc1)c1ccccc1 | 8 | x | 11 | -4 | x | -9 | 7 | -10 | 2 | 14 | -5
49 | O=C(/C=C/c1ccccc1)NNc1ccc(Cl)cc1 | 2 | -5 | -30 | 3 | -14 | -5 | -9 | 4 | -6 | 3 | 19
50 | NC(=S)N=Nc1c(O)n(Cc2ccc(F)cc2)c2ccccc12 | -1 | -9 | 2 | -3 | 8 | 2 | -15 | -7 | 3 | -18 | 0
51 | COCCNC(=O)C1CCCN(Cc2cccc(C#N)c2)CC1 (centres undefined) | 1 | x | 3 | -6 | x | -1 | 5 | 3 | -22 | 15 | 5
52 | CCC(C)[C@H](NC(=O)[C@@H]1CSC2c3ccccc3C(=O)N21)C(=O)NCC1CCCO1 (some centres undefined) | 4 | -2 | -2 | 24 | 4 | -2 | -6 | -5 | -14 | -8 | -12
53 | COc1ccc(C(C)(O)c2nc(-c3cccc(F)c3)cs2)cc1 (centres undefined) | -13 | x | -14 | -8 | x | -7 | 15 | -2 | -5 | -6 | -5
54 | O=C(NCc1ccc(F)cc1)c1cc(C2CCCN(C(=O)c3ccc4c(c3)CCO4)C2)on1 (centres undefined) | 3 | x | 11 | -1 | x | -2 | 6 | 23 | 10 | 9 | 4
55 | COc1cccc(CNC(=O)c2nnn(CC(=O)Nc3cc(Cl)ccc3C)c2N)c1 | 7 | -8 | -6 | -2 | x | 0 | 5 | 14 | -23 | -2 | 2
56 | COc1ccc(C(=O)CC(C(=O)O)c2ccc3c(c2)OCO3)cc1OC (centres undefined) | -20 | 3 | -1 | 11 | -5 | -14 | -11 | 6 | -24 | -14 | -3
57 | CCOC(=O)[C@]12CCCC=C1N(CCc1ccc(OC)c(OC)c1)C(=O)[C@H](CC(=O)N1CCCCC1)C2 | -5 | x | x | x | x | -13 | x | 10 | 7 | 19 | x
